NOD1 inhibition = NOD1 signaling inhibitors, primary screen, cell-based, luminescence, uHTS (AID 1578); NOD1-driven NF-kB luciferase reporter cells, luminescence; higher % means a stronger effect; inhibition, % at 4 µM, or EC50 in µM where a hit was titrated; 1% of 290,000 active; in the data active means inhibition mostly above about 36%, no sharp cut-off; inactive means mostly below about 34%;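 further: HEK-293T reporter cells stimulated with the NOD1 agonist gamma-tri-DAP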
Siah-1 displacement = Siah-1 peptide-binding antagonists, primary screen, biochemical, fluorescence polarization, rhodamine-plectin, uHTS (AID 1817); Siah-1 / rhodamine-plectin peptide fluorescence polarization; higher % means a stronger effect; displacement, % at 20 µM, or IC50 in µM where a hit was titrated; 0.02% of 290,000 active;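 active means displacement of at least 50% at 20 µM, with a fluorescence ratio check between 0.3 and a set limit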;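 further: plate controls were Siah plus tracer with DMSO for no effect and tracer alone without Siah for full effect; strong numbers were not always called active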
HEK293 NOD2/NF-kB = inhibition of NOD2-driven NF-kB reporter – cell-based, luminescence, uHTS, HEK293 (AID 1566) | one-dose inhibition, % at 4 µM; EC50 in µM for titrated hits | HEK293 NOD2/NF-kB luciferase reporter, luminescence; higher % means a stronger effect | 0.63% of 290,000 active; further: many of its hits are not listed in these tables
PhoP inhibition = inhibitors of PhoP regulon expression, primary screen, Salmonella Typhimurium, GFP reporter (AID 1863); S. Typhimurium PhoP-regulated promoter GFP reporter, 4 h; higher % means a stronger effect; inhibition, % at 50 µM, or IC50 in µM where a hit was titrated; 0.16% of 300,000 active;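 active means inhibition over 29.93%, a cutoff 3 SD above the screen mean, later confirmed by dose response; inconclusive means inhibition over 29.93% but no dose response follow-up; inactive means inhibition at most 29.93% or unconfirmed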;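 further: 0% = low Mg2+ inducing control and 100% = high Mg2+ repressing control; strong numbers were not always called active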
KOR beta-arrestin-1 = KOR antagonists, beta-arrestin recruitment, cell-based, luminescence, uHTS (AID 1778) | KOR beta-arrestin recruitment, luminescence, antagonist mode; higher % means a stronger effect | inhibition, % at 10 µM; hits with a dose series show IC50 in µM | 0.091% of 290,000 active; further: strong numbers were not always called active
Myeloid diff 2 = myeloid differentiation induction. ER-HoxA9 myeloid progenitors, lysozyme-GFP differentiation, flow cytometry. calls only at 10 µM. 1% of 360,000 active. AID 624256;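 active means normalized GFP-positive differentiation at or above the plate's own cutoff, the solvent-only control mean plus 3 SD; inconclusive means no clear call, values can overlap the other calls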;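 further: cells exposed to compound for four days before flow analysis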
KOR beta-arrestin-2 = kappa opioid receptor activators – cell-based, luminescence, uHTS, primary screen (AID 1777); KOR beta-arrestin recruitment, luminescence; higher % means a stronger effect; activation, % at 10 µM; hits with a dose series show EC50 in µM; 0.02% of 280,000 active; in the data active means activation above about 50%, passing the limit was not always enough; further: a part of the inactive calls stands beside numbers as strong as those of hits
HIV peptide binding = inhibitors of HIV fusion peptide binding, primary screen, biochemical, uHTS, fluorescence dequenching (AID 1986); cell-free peptide binding, fluorescence dequenching, 30 min; higher % means a stronger effect; inhibition, % at 20 µM; hits with a dose series show IC50 in µM; 0.3% of 290,000 active; in the data active means inhibition mostly above about 52%, no sharp cut-off; inactive means mostly below about 76%; further: some results filed as inactive read as strong as hits
LYP inhibition = PTPN22 lymphoid phosphatase activity blockers – biochemical, fluorescence intensity, uHTS (AID 1779). inhibition, % at 11.5 µM, or IC50 in µM where a hit was titrated. recombinant LYP phosphatase, fluorescence intensity; higher % means a stronger effect. 0.054% of 290,000 active;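 further: plate controls were vehicle with enzyme for no effect and no enzyme for full effect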
Myeloid diff 2 GFP+ MAC1+ % = second read-out of Myeloid diff 2, no call of its own (marks repeat the call); GFP+ MAC1+ double positive, %; measured here: differentiation confirmed by MAC1 staining
Active calls of the source: *; i = inactive; ? = inconclusive; . = no result given; [ ] = another dose, or the depositor's remark. Unless noted, no stated cut-off is given here; in the data, active means inhibition above about 50%; inactive means the rest. Not all compounds are listed; count on the stated rates, not on these rows.

SMILES	NOD1 inhibition	Siah-1 displacement	HEK293 NOD2/NF-kB	PhoP inhibition	KOR beta-arrestin-1	Myeloid diff 2	Myeloid diff 2 GFP+ MAC1+ %	KOR beta-arrestin-2	HIV peptide binding	LYP inhibition
O=C(O)CC/C(=N/NC(=O)c1ccc(-c2ccccc2)cc1)c1ccccc1	-12%	2%	6%	-2%	2%	i	0.6	-0.2%	0.5%	-10%
CSc1ccccc1C(=O)C1CCCN(S(=O)(=O)c2c(C)noc2C)C1 (stereo not drawn)	-27%	-2%	-11%	2%	-5%	i	1.2	1.6%	7.7%	2%
O=C(Cc1ccc(Cl)cc1)NNC1CC(=O)N(c2ccc3ccccc3c2)C1=O (stereo not drawn)	-1%	12%	-7%	-1%	17%	i	0.3	-2.4%	-1.5%	-4%
CC(C)Oc1ccc(CCC(=O)NNC(=O)c2ccccc2C(=O)O)cc1	-21%	2%	-4%	.	15%	i	0.4	2.5%	-1.1%	-7%
Cc1cccnc1NC(N)=S	-22%	1%	-4%	-1%	-41%[20 µM]	i	1.5	0.9%	-0.4%	-5%
O=c1c(C=NCCN2CCNCC2)c(-c2ccccc2)[nH]n1-c1ccc([N+](=O)[O-])cc1	-54%	-4%	-36%	-6%	-55%	.	.	1.8%	4.6%	5%
Cc1ccc(C(C)C)c(OCC(=O)Nc2ccccc2N2CCN(C)CC2)c1	-3%	-4%	12%	-3%	-31%	i	0.5	11%	-1.7%	0%
O=C(Nc1cccc(Cl)c1)Nc1nc(-c2ccc(Cl)cc2)cs1	7%	2%	22%	25%	-6%	i	0.3	0.9%	2.8%	-10%
Cc1cnc(NC(=O)CSc2nc3ccccc3c(=O)[nH]2)s1	-9%	-2%	17%	-8%	-21%	i	0.5	-0.9%	-1.1%	-7%
O=C(Nc1ccc(N2CCN(Cc3ccccc3)CC2)cc1)c1ccco1	-30%	7%	9%	-2%	14%	i	0.9	-2.6%	-1.1%	-3%
O=C(O)c1ccccc1OCCOc1ccccc1	-24%	8%	-7%	6%	0%	i	0.8	1.7%	22%	-2%
COc1ccc(CCNS(=O)(=O)c2ccccc2[N+](=O)[O-])cc1OC	29%	-1%	-14%	0%	-4%[20 µM]	i	0.4	-3.0%	1.9%	-3%
CCOC(=O)CSc1nc2ccccc2c(=O)n1CC1CCCC1	15%	-6%	8%	-6%	-6%	i	1.1	-0.6%	1.5%	0%
O=C(Nc1ccc2c(c1)OCCO2)C1CCN(C(=O)c2ccc(Cl)cc2)CC1	-29%	4%	-8%	-6%	13%	i	2.3	-0.9%	-1.5%	-4%
CC(CCc1ccccc1)NC(=O)C(Cc1ccccc1)NC(N)=O (stereo not drawn)	-34%	-1%	10%	1%	-25%	i	4.8	1.7%	0.0%	-4%
COc1ccc(C(=O)N2CCN(c3ccc(NC(=O)c4cccs4)cc3)CC2)cc1	-11%	0%	10%	3%	-15%	i	0.7	5.0%	-1.7%	-5%
COc1ccc(OC)c(/C=C2\SC(=S)N(Cc3cccnc3)C2=O)c1	0%	-1%	-22%	25%	-28%	i	2.0	2.0%	36%	10%
O=C(Nc1nc2cc3c(cc2s1)OCCO3)c1ccco1	.	-3%	.	-7%	-16%	.	.	1.9%	0.4%	-8%
CCCn1nnc(NC(=O)c2ccc3ccccc3c2)n1	-41%	3%	-40%	6%	6%	i	0.4	5.5%	-2.3%	-6%
COc1ccc2cc(C(c3nnnn3C(C)(C)C)N3CCSCC3)c(=O)[nH]c2c1 (stereo not drawn)	-14%	-4%	-7%	-10%	-9%	i	4.6	3.5%	2.3%	-1%
COc1cccc(Cn2nc3c4cc(F)ccc4n(Cc4ccc(F)cc4)cc-3c2=O)c1	-1%	6%	16%	7%	-24%	i	0.3	0.5%	3.5%	-2%
O=C(COC(=O)c1ccc(-c2ccc([N+](=O)[O-])cc2)o1)NC(=O)NC1CCCCC1	-22%	2%	0%	0%	-7%	i	0.6	-1.0%	2.6%	11%
COc1ccccc1-c1csc(NC(=O)c2ccc(N3C(=O)CCC3=O)cc2)n1	-31%	2%	-2%	2%	-40%	i	0.3	1.1%	-1.0%	1%
COc1cc(/C=N\NC(=O)CNC(=O)C(c2ccccc2)c2ccccc2)ccc1O	-4%	9%	10%	0%	21%	i	0.5	1.3%	-4.5%	-3%
CC1=CC(=O)C(C(C)C)=C/C1=N/OC(=O)c1cccc([N+](=O)[O-])c1	15%	-3%	2%	-10%	-15%	?	.	0.6%	4.0%	1%
Additional compounds follow.
SMILES	NOD1 inhibition	Siah-1 displacement	HEK293 NOD2/NF-kB	PhoP inhibition	KOR beta-arrestin-1	Myeloid diff 2	Myeloid diff 2 GFP+ MAC1+ %	KOR beta-arrestin-2	HIV peptide binding	LYP inhibition
Cn1c(Cn2c(=O)sc3ccccc32)nnc1SCC(=O)N1CCCC1	-25%	6%	19%	-9%	16%	i	1.5	-1.3%	-1.3%	-1%
CN1CCN(Cc2nc(-c3cccs3)no2)CC1c1ccccc1 (stereo not drawn)	-14%	1%	-8%	-4%	-25%	i	0.5	1.4%	-0.8%	-2%
Cc1ccc(CN2CCC(C(=O)NCCC(C)C)CC2)o1	-7%	1%	-1%	-5%	3%	i	0.4	-1.1%	0.1%	-4%
Cc1nn(-c2ccccc2)cc1/C=N/NC(=O)c1cccs1	2%	-6%	-49%	7%	25%	i	0.2	5.2%	-2.1%	-6%
CSc1nc(N(C)C)nc(N(C)C#N)n1	-28%	4%	2%	-4%	-23%	i	0.2	2.2%	2.9%	-5%
CC(C)CCNC(=O)C1CC(c2cccc([N+](=O)[O-])c2)=NO1 (stereo not drawn)	9%	2%	-8%	6%	-3%	i	0.7	-3.9%	8.3%	-1%
O=C(NCCCn1ccnc1)C(Cc1ccccc1)N1C(=O)c2ccccc2C1=O (stereo not drawn)	6%	-2%	7%	-7%	-28%	i	1.0	3.5%	-1.2%	-14%
CCOC(=O)c1cnc(-c2ccccc2)nc1Oc1ccc(OC)cc1	-44%	-4%	2%	-3%	3%	i	0.0	2.0%	0.0%	10%
COc1cc(NC(=O)CN2C(=O)NC(c3ccccc3)(c3ccccc3)C2=O)cc(OC)c1	27%	-4%	15%	10%	-20%	.	.	-3.3%	1.3%	-7%
COc1ccc(CNC(=O)CN2C(=O)COc3ccc(S(=O)(=O)N4CCOCC4)cc32)cc1	-14%	3%	8%	-3%	15%	i	0.0	-4.2%	-0.2%	-7%
CCOc1ccccc1C(=O)NN1C(=O)C2CCCCC2C1=O (stereo not drawn)	-24%	2%	5%	-15%	-11%	i	0.3	-0.1%	-0.7%	-5%
Cc1cccc2cc(CN(Cc3cccs3)C3(c4nnnn4C4CCCC4)CCCC3)c(=O)[nH]c12	9%	6%	14%	4%	-35%	i	0.4	9.6%	-1.2%	-2%
CCOC(=O)Cc1csc(NC(=O)Cc2ccc(Cl)cc2)n1	4%	-2%	18%	-3%	-6%	i	0.3	3.1%	0.3%	-5%
Cc1cccc(C(=O)Nc2ccc(O)c3c(=O)cc(-c4ccccc4Cl)oc23)c1	-20%	12%	-18%	-5%	-93%	i	2.3	1.3%	-2.7%	2%
CCOC(=O)c1ccc(NC(=O)CN2C(=O)C3C4C=CC(C4)C3C2=O)cc1 (stereo not drawn)	-11%	0%	6%	28%	-4%	i	0.1	.	-0.1%	-2%
CCCCN(C(=S)SC)C1CCS(=O)(=O)C1 (stereo not drawn)	-10%	5%	-38%	-13%	21%	i	0.5	0.1%	-0.3%	-7%
CC(C)CC(=O)c1c[nH]c(C(=O)NCCCn2ccnc2)c1	-18%	0%	13%	12%	14%	i	0.6	-3.8%	-0.1%	6%
CCCC(=O)Nc1nn(CC)c2nc3ccc(C)cc3cc12	-9%	4%	6%	.	10%	i	0.8	-2.1%	2.5%	-7%
CC(C)N(C(=O)CSc1nnc(CNc2ccc(F)cc2)o1)C(C)C	-10%	-1%	13%	5%	11%	i	0.9	-5.8%	-1.2%	-6%
O=c1oc(-c2ccccc2NS(=O)(=O)c2ccc3ccccc3c2)nc2ccccc12	46%	18%	-9%	14%	9%	i	0.2	2.1%	58%	6%
O=C(COC(=O)c1ccc(Cl)nc1)Nc1ccc(S(=O)(=O)N2CCCC2)cc1	-11%	2%	-2%	12%	-3%	i	0.0	-2.9%	0.1%	-7%
O=C(Nc1nnc(Cc2ccccc2)s1)C1CCC1	7%	1%	10%	7%	18%	i	0.6	1.7%	-0.7%	-7%
CCN(CC)c1nc(-c2ccccc2)nc2c1sc(=S)n2CC	-17%	-4%	-15%	-2%	30%	i	0.2	-3.8%	1.1%	-2%
CC(C)CCNc1nc2c(c(=O)n(Cc3cccc(F)c3)c(=O)n2C)n1C	22%	2%	19%	2%	-16%	i	0.0	0.2%	-3.8%	-10%
O=c1ccc(Cl)n[nH]1	61%*	11%	8%	11%	28%	i	0.3	-0.5%	-0.2%	-7%
More structures:
SMILES	NOD1 inhibition	Siah-1 displacement	HEK293 NOD2/NF-kB	PhoP inhibition	KOR beta-arrestin-1	Myeloid diff 2	Myeloid diff 2 GFP+ MAC1+ %	KOR beta-arrestin-2	HIV peptide binding	LYP inhibition
O=C(CSc1nnc(NC(=O)C2CC2)s1)Nc1ccccc1Cl	-28%	-5%	16%	2%	1%	i	1.0	0.4%	0.3%	-3%
CCC(=O)NCCNC(=O)c1c(SC)nsc1SC	2%	2%	10%	-1%	8%	i	1.0	-2.7%	0.7%	-4%
CCc1c(C)sc(NC(=S)N2CC(C)OC(C)C2)c1C(=O)OC (stereo not drawn)	29%	-9%	42%	-10%	8%	i	0.3	-0.2%	-1.0%	3%
CCOC(=O)c1ccc(NC(=O)CN2C(=O)NC3(CCCCCC3)C2=O)cc1	-18%	19%	9%	-2%	-2%	i	0.5	1.3%	1.2%	-2%
O=C(CN1CCCCC1)N1c2ccccc2CCc2ccccc21	8%	1%	2%	-9%	-33%	i	0.6	6.9%	3.8%	-12%
CCN1CCN(Cc2nc3c(c(=O)n(C)c(=O)n3C)n2Cc2ccccc2Cl)CC1	-8%	1%	-8%	1%	18%	.	.	-5.0%	-3.0%	-10%
Cc1ccc(C(=O)COC(=O)c2cnccn2)cc1	-42%	-1%	-4%	14%	-12%	i	0.8	-2.1%	3.0%	1%
COc1ccc(-n2nnnc2-c2cnc(N3CCCC3)nc2C(F)(F)F)cc1	26%	-2%	32%	2%	34%	i	2.1	-1.8%	-0.2%	2%
CC(C)NS(=O)(=O)c1ccc(NC(=O)C(C)Oc2ccc(C(=O)c3ccccc3)cc2)cc1 (stereo not drawn)	11%	-10%	6%	3%	-25%	i	0.3	-3.5%	-1.1%	-4%

Profiles as entered above. Order of values: NOD1 inhibition, Siah-1 displacement, HEK293 NOD2/NF-kB, PhoP inhibition, KOR beta-arrestin-1, Myeloid diff 2, Myeloid diff 2 GFP+ MAC1+ %, KOR beta-arrestin-2, HIV peptide binding, LYP inhibition
Record of CCOc1ccccc1C(=O)NN1C(=O)C2CCCCC2C1=O (stereo not drawn) → -24%, 2%, 5%, -15%, -11%, i, 0.3, -0.1%, -0.7%, -5%
Record of COc1cccc(Cn2nc3c4cc(F)ccc4n(Cc4ccc(F)cc4)cc-3c2=O)c1 → -1%, 6%, 16%, 7%, -24%, i, 0.3, 0.5%, 3.5%, -2%
Record of CC(C)N(C(=O)CSc1nnc(CNc2ccc(F)cc2)o1)C(C)C → -10%, -1%, 13%, 5%, 11%, i, 0.9, -5.8%, -1.2%, -6%
